CHO-K1 Ca antag – nonselective inhibitor or artifact in parental CHO-K1 cells; 360,000 tested, 0.6% active; inhibition, % at 3 µM; AID 602250; ATP-induced calcium, Fluo-8 fluorescence;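 active = inhibition above a per-plate cutoff, the plate's mean sample inhibition plus 3 SD, cut at about 24% in these data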;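 note: 0% = DMSO plus EC80 ATP and 100% = DMSO alone without ATP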
CHRM1 agonist – activates human CHRM1 receptor; P11229; CHO-K1 hM1, Fluo-8 calcium fluorescence, agonist mode; 0% DMSO, 100% acetylcholine EC100; activation, % at 3 µM; 360,000 tested, 0.33% active;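 active = activation above the run's mean compound activation plus 3 SD, cut at about 16% in these data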;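 note: peak over basal fluorescence ratio within a 140 s kinetic read after compound addition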
Target sequence (P11229 whole entry, looked up): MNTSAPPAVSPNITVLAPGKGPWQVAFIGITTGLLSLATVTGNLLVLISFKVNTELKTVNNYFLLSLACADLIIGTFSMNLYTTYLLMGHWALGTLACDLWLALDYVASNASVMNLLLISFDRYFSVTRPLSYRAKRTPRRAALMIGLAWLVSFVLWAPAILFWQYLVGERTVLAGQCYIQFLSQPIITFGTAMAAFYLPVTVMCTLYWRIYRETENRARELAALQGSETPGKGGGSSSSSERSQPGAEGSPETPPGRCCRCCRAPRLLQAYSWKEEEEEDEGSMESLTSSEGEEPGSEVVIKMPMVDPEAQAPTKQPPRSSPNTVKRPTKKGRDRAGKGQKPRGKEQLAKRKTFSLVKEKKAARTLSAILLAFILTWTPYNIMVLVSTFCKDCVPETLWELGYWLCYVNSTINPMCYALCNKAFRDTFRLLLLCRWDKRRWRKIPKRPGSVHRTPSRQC
TAAR1 agonist – agonists of human TAAR1; Q96RJ0; CHO RD-HGA16 TAAR1, Fluo-8 calcium fluorescence; vehicle wells 0%, saturating PEA agonist 100%; activation, % at 3 µM; 360,000 tested, 0.99% active;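 active = activation above the mean activation of all test compounds in the run plus 3 SD, cut at about 38% in these data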
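Test system: RD-HGA16 (CHO) cells co-expressing Gα16 and hTAAR1; dosing: one-point dosing at 3 µM (nominal); timing: 17-24 h seeding, 75 min 37 °C dye, 30 min RT; signal: kinetic Fluo-8 calcium fluorescence; read-out basis: % activation relative to PEA EC100 response; controls: DMSO and PEA EC100; replicates: n 1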
TAAR1 antag – antagonists of human TAAR1; CHO RD-HGA16 TAAR1, Fluo-8 calcium fluorescence, antagonist; inhibition, % at 3 µM; 360,000 tested, 1.5% active;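 active = inhibition above a per-plate cutoff, the mean inhibition of test compounds on that plate plus 3 SD, cut at about 49% in these data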;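 note: 0% = DMSO plus EC80 beta-PEA response and 100% = DMSO alone without agonist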
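System: RD-HGA16 CHO cells with stable hTAAR1 and Gα16 | Probe or stimulus: EC80 β-phenethylamine stimulus | Dosing: 3 µM, single point | Times: Dye loading 75 min at 37 °C, then 30 min room temperature | Measured by: Fluo-8 calcium-sensitive fluorescence | Read-out basis: % inhibition of agonist calcium response | Replicates: n of 1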
CHRM1 antagonist – human CHRM1 antagonism. inhibition, % at 3 µM. 360,000 tested, 1.3% active. CHO-K1 hM1, Fluo-8 calcium fluorescence, ACh EC80 antagonist;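 active = percent inhibition above its own plate's cutoff, namely the mean of that plate's compound wells plus 3 SD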;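 note: peak over basal fluorescence ratio during 140 s after agonist addition; 0% = ACh EC80 plus DMSO and 100% = DMSO alone without agonist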
CHO parental Ca – signal in parental CHO cells, OX1R antagonist counter-screen; inhibition, % at 5.6 µM; 330,000 tested, 0.63% active; parental CHO-K1, ATP-induced calcium, Fluo-8 fluorescence; AID 463079;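 active = inhibition above that plate's mean sample inhibition plus 3 SD, cut at about 26% in these data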;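 note: 0% = ATP-challenged DMSO wells and 100% = DMSO wells without ATP; some compounds past the cut are filed as inactive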
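Assay system: parental CHO cells; Read-out basis: percent inhibition of ATP-evoked calcium rise, normalized to controls; Benchmarks: ATP and no-ATP DMSO wells; Compound dosing: single nominal dose of 5.6 µM per compound; Signal: Fluo-8 calcium dye fluorescence; Also added: ATP as calcium-mobilizing challenge; Repeats: singlicate.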
CHO-K1 Ca ag – nonselective activator or artifact in parental CHO-K1 cells | Fluo-8 calcium fluorescence; scaled to maximal ATP response, vehicle zero | activation, % at 3 µM | 360,000 tested, 0.48% active; in the data active = activation above about 15%;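 note: untransfected CHO-K1 host cells lacking M1 receptor as counterscreen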
OXTR potentiate – potentiates the human oxytocin receptor response. CHO-OTR cells, Fluo-8 calcium fluorescence, potentiator mode; 0% = oxytocin EC15, 100% = EC100. activation, % at 3 µM. 320,000 tested, 0.061% active;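 active = activation above that plate's cutoff, the mean activation of tested compounds plus 3 SD, cut at about 6.6% in these data, passing the limit was not always enough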;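 note: 100% uses oxytocin at 75 nM as the full agonist control; some results filed as inactive read as strong as hits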
Target sequence (P30559 whole entry, looked up): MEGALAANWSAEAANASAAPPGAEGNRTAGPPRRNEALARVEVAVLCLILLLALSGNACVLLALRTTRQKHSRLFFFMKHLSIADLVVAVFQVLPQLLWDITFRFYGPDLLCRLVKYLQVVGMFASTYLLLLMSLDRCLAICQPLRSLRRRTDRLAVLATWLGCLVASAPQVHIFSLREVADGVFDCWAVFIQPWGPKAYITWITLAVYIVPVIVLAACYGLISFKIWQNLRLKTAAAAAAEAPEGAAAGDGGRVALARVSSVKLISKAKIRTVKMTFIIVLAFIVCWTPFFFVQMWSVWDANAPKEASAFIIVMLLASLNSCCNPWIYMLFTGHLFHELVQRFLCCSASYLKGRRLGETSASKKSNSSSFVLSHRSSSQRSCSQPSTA
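Material: CHO-OTR cells, human receptor; compound dosing: single dose, 3.0 µM nominal final compound concentration; schedule: 6 min compound pre-incubation at room temperature, 100 s kinetic read; measured by: kinetic Fluo-8 calcium fluorescence; read-out basis: % activation vs EC15 and EC100 oxytocin; controls: EC15 oxytocin alone as 0%, 75 nM oxytocin as 100%; replicates: singlicate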
CHO-K1 Ca PAM – counter-screen for M1 PAMs: effect in parental CHO-K1 cells | ATP EC20, Fluo-8 calcium fluorescence; 0% at ATP EC20, 100% at ATP max | AID 602247 | activation, % at 3 µM | 360,000 tested, 0.02% active;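 active = activation above the run cutoff, the mean activation of all test compounds plus 3 SD, cut at about 40% in these data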;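 note: peak over basal fluorescence ratio in a 140 s read after ATP addition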
* marks the source's active call; other numbers are inactive results; . = no result given.

[1] CCOC(=O)c1c(NC(=O)CSc2nc3ccc(C)cc3[nH]2)sc2c1CC(C)(C)NC2(C)C
[2] N#Cc1cccc(NC(=O)N2CCC(c3nc4c(nnn4Cc4cccc(Cl)c4)c(=O)[nH]3)CC2)c1
[3] CN(C)c1ccc(C(=O)NNC(=O)c2ccc(Cl)cc2)cc1
[4] O=C(Cc1cccs1)Nc1nnc(CCc2ccccc2)s1
[5] Cc1ccc(-c2nc(C)sc2CC(=O)O)cc1
[6] Cn1c(=O)c2c(ncn2CC(=O)Nc2nc(-c3ccccc3Cl)cs2)n(C)c1=O
[7] CCOc1ccc(C(=O)NCC(=O)OCCN2C(=O)c3ccccc3C2=O)cc1OCC
[8] Cc1ccc(-n2nc3c(=O)n(CCCC(=O)NCc4cccc(F)c4)nc(C)c3c2C)cc1

compound no.,1,2,3,4,5,6,7,8
CHO-K1 Ca antag,7,-5,-8,-4,-2,-5,-12,-19
CHRM1 agonist,-7,-5,-2,-2,-4,-1,-6,-5
TAAR1 agonist,18,11,4,10,3,39*,6,2
TAAR1 antag,-7,6,-14,-9,5,19,4,-4
CHRM1 antagonist,1,-3,1,-6,12,-14,3,-18
CHO parental Ca,-26,4,-12,-12,-17,-6,-16,-29
CHO-K1 Ca ag,0.3,0.1,0.4,0.6,0.2,0.6,1.5,1.6
OXTR potentiate,-14,-5,2,-19,-12,-5,-10,0
CHO-K1 Ca PAM,-1,17,8,13,-2,18,5,13

[9] Cc1ccc(NC(=O)CS(=O)CC(=O)N(c2ccc(C)cc2)C(C)C(=O)NC2CCCCC2)cc1 (configuration not stated)
[10] CCCCN(Cc1ccco1)C(=O)C1CCCN(c2ncnc3c2nc2n3CCCCC2)C1 (configuration not stated)
[11] Cc1cc(C)c2cc3c(N)c(C(=O)Nc4c(C)[nH]c(=O)[nH]c4=O)sc3nc2c1
[12] CCN1C(=O)C(CC(=O)Nc2ccc(OC)cc2)N(Cc2cccnc2)C1=S (configuration not stated)
[13] C=CCCC1(C)C(=O)N(c2ccccc2)c2ccccc21 (configuration not stated)
[14] Brc1cccc(OCCCN2CCCCCC2)c1
[15] CCOC(=O)N1CCN(C(=O)CCSc2ccc(Cl)cc2)CC1
[16] CCN(CC)S(=O)(=O)c1cc(Cl)ccc1OC

compound no.,9,10,11,12,13,14,15,16
CHO-K1 Ca antag,3,-22,-8,-7,-2,-10,-11,-5
CHRM1 agonist,-2,-12,-3,-4,-3,-10,1,-11
TAAR1 agonist,4,-2,6,2,7,2,-2,-1
TAAR1 antag,3,-11,-1,3,0,-6,7,10
CHRM1 antagonist,1,-3,-1,16,0,20,-18,-9
CHO parental Ca,-18,-19,-3,-9,-4,-18,-9,-10
CHO-K1 Ca ag,-0.6,1.5,-0.3,0.7,0.2,1.9,2.1,0.1
OXTR potentiate,-18,-20,-9,-6,4,-5,-3,-15
CHO-K1 Ca PAM,8,24,9,15,-5,27,20,23

[17] CCCCOc1ccc(C(=O)OCC(=O)NC2CCCC2)cc1
[18] Cc1ccc(NC(=S)N/N=C2\CCCCC2C)cc1 (configuration not stated)
[19] Cc1ccc(S(=O)(=O)NCc2ccccc2)cc1C(=O)N1CCCC(C(F)(F)F)C1 (configuration not stated)
[20] C/C(=N\NC(=S)NC(C)C)c1ccc(Cl)s1
[21] CC(C)(C)NC(=O)CN(C(=O)CCN1CCCc2ccccc21)C(C)(C)C
[22] COc1cc(Cl)c(C)cc1NC(=O)CSc1nnc(CN2CCCC2)o1
[23] COc1ccc(OCc2nn3c(Cn4cnc5ccccc54)nnc3s2)cc1
[24] CCc1nc2c(OCCC3CCCCC3)cccn2c1N(C)C(=O)C(C)C

compound no.,17,18,19,20,21,22,23,24
CHO-K1 Ca antag,-15,-6,-5,7,-15,-11,4,-6
CHRM1 agonist,-3,-7,0,-10,0,-7,0,-7
TAAR1 agonist,-1,-2,3,5,3,5,12,.
TAAR1 antag,3,12,-2,-20,-18,-9,7,.
CHRM1 antagonist,-1,-9,-4,81*,-11,2,8,0
CHO parental Ca,-6,-12,-18,-13,-23,-5,-9,.
CHO-K1 Ca ag,11,-0.4,2.6,-0.2,0.1,0.2,10,-0.2
OXTR potentiate,-21,-8,3,-12,-9,-5,-13,.
CHO-K1 Ca PAM,10,3,8,-3,22,4,-13,8

Next part, starting with the last four of the part before.
[21] CC(C)(C)NC(=O)CN(C(=O)CCN1CCCc2ccccc21)C(C)(C)C
[22] COc1cc(Cl)c(C)cc1NC(=O)CSc1nnc(CN2CCCC2)o1
[23] COc1ccc(OCc2nn3c(Cn4cnc5ccccc54)nnc3s2)cc1
[24] CCc1nc2c(OCCC3CCCCC3)cccn2c1N(C)C(=O)C(C)C
[25] Cc1n[nH]c(=O)c2c(NC(=O)COC(=O)/C=C/c3cccc(C(F)(F)F)c3)oc(C)c12
[26] O=C(NCc1ccccc1)C1=C[C@@H](c2coc3ccccc3c2=O)C[C@@H](OCc2ccc(CO)cc2)O1
[27] CC(C)CCNC(=O)C1CCN(S(=O)(=O)c2ccc3c(c2)CC(C)N3C(=O)C2CC2)CC1 (configuration not stated)
[28] Cc1ccc(Oc2ncccc2N)c2c1CCC2
[29] COc1ccc(OC)c(C(=O)c2ccc(C(=O)N3CCN(Cc4csc(C)n4)CC3)cc2)c1
[30] Clc1cccc(-c2nnc(-c3ccccc3)o2)c1
[31] C/C(CC(=O)Nc1ccc(Cl)cc1Cl)=N\NC(=O)c1ccncc1
[32] Cc1ccc(-c2cc(C(=O)Nc3nn[nH]n3)c3ccccc3n2)cc1

compound no.,21,22,23,24,25,26,27,28,29,30,31,32
CHO-K1 Ca antag,-15,-11,4,-6,4,-10,3,-5,-13,-15,-1,-13
CHRM1 agonist,0,-7,0,-7,-3,-11,-2,-7,-9,-4,-2,-5
TAAR1 agonist,3,5,12,.,-3,14,0,0,0,2,4,5
TAAR1 antag,-18,-9,7,.,14,52*,5,-5,9,1,1,10
CHRM1 antagonist,-11,2,8,0,-5,6,1,-6,-2,-8,-7,-8
CHO parental Ca,-23,-5,-9,.,-22,-14,-19,-21,-26,-26,-35,4
CHO-K1 Ca ag,0.1,0.2,10,-0.2,-0.2,2.2,4.4,5.0,1.6,0.8,3.6,0.7
OXTR potentiate,-9,-5,-13,.,-3,-10,-6,8,-7,-7,-1,0
CHO-K1 Ca PAM,22,4,-13,8,-7,-6,-6,21,12,24,12,20

[33] N#Cc1ccccc1NC(=O)CSc1nnc(-c2ccncc2)o1
[34] COc1ccc(C2C(C(=O)NCc3ccccn3)c3ccccc3C(=O)N2C)cc1OC (configuration not stated)
[35] C[C@@H](NC(=O)c1[nH]cnc1C(=O)Nc1ccc(Cl)cc1)c1ccccc1
[36] CCCC(=O)Nc1cc(C)c(NC(=O)c2ccco2)cn1
[37] COc1cccc(NC(=O)COc2ccc(Br)c(C)c2)c1
[38] COCCn1c(-c2ccccc2)nc(=S)c2c1CC(C)(C)OC2
[39] Cc1oc2c(CN3CCCC3)c(O)ccc2c(=O)c1Oc1ccccc1Br
[40] Cn1cc([N+](=O)[O-])c(C(=O)N2CCN(Cc3ccc4c(c3)OCO4)CC2)n1

compound no.,33,34,35,36,37,38,39,40
CHO-K1 Ca antag,-6,-12,-7,-2,-4,-9,-12,8
CHRM1 agonist,-3,-2,-3,-2,-1,0,-5,4
TAAR1 agonist,3,-2,14,2,1,2,5,0
TAAR1 antag,-33,-15,-23,-10,2,0,0,-16
CHRM1 antagonist,-9,-10,8,2,-8,-44,-7,-2
CHO parental Ca,-17,-8,-3,-2,-4,-13,-10,-2
CHO-K1 Ca ag,0.6,0.2,0.0,0.1,0.8,0.5,1.6,-0.3
OXTR potentiate,0,-11,-2,-4,-7,-6,0,3
CHO-K1 Ca PAM,11,-1,-15,-1,3,17,23,-23

[41] Cc1ccc(C(=O)Nc2ncccc2S(=O)(=O)c2ccccc2)cc1
[42] Cc1oc(-c2ccccc2F)nc1CS(=O)CC(=O)NC1CCCCC1 (configuration not stated)
[43] COc1cccc(CN2CCN(C3CSCCSC3)CC2CCO)c1 (configuration not stated)
[44] N#Cc1ccccc1S(=O)(=O)NC(=O)[C@H]1O[C@@H](n2cnc3c(N)ncnc32)[C@H](O)[C@@H]1O
[45] CCNc1nn2ccccc2c1/C=C(\C#N)C(=O)OCC
[46] CN(C(=O)CN1CCCCCC1)c1c(N)n(Cc2ccccc2)c(=O)[nH]c1=O
[47] Cc1c(NS(=O)(=O)CC23CCC(CC2=O)C3(C)C)c(=O)n(-c2ccccc2)n1C (configuration not stated)
[48] CCOc1ccc(NC(=O)CN(C)CC(=O)Nc2ccc(Br)cc2F)cc1OCC

compound no.,41,42,43,44,45,46,47,48
CHO-K1 Ca antag,-14,7,-3,-15,-4,11,16,-17
CHRM1 agonist,0,-6,-8,-1,-3,-2,0,-3
TAAR1 agonist,3,-1,1,1,-1,7,9,-1
TAAR1 antag,8,-13,-18,-3,-6,0,-12,4
CHRM1 antagonist,-16,1,-12,-31,-10,11,8,1
CHO parental Ca,.,-13,1,.,-21,0,-6,-23
CHO-K1 Ca ag,0.6,-0.5,1.3,0.2,0.8,-0.1,-0.4,3.0
OXTR potentiate,.,-2,2,.,8,-10,-3,4
CHO-K1 Ca PAM,5,-6,9,6,-2,-17,-1,5

[49] COc1cc(CC(=O)OCC(=O)Nc2sccc2C(N)=O)cc(OC)c1OC
[50] CC(C)c1csc(CN2CCN(Cc3ccc(F)cc3)C(CCO)C2)n1 (configuration not stated)
[51] Nc1ccc(Sc2ccc([N+](=O)[O-])cc2)cc1
[52] CCC1CCCCN1CCCNC(=O)CN1C(=O)c2cccnc2Oc2ccc(Cl)cc21 (configuration not stated)
[53] CCOC(=O)C1CCN(C(=O)c2cccc(NC(=O)C(CC)CC)c2)CC1
[54] Cc1c(NC(=O)C2(c3ccccc3)CCOCC2)c(=O)n(-c2ccccc2)n1C

compound no.,49,50,51,52,53,54
CHO-K1 Ca antag,8,-4,-8,-8,-13,10
CHRM1 agonist,2,-14,-11,-6,-3,-2
TAAR1 agonist,21,13,3,1,12,11
TAAR1 antag,63*,0,21,6,1,-10
CHRM1 antagonist,13,-10,-2,13,-3,-5
CHO parental Ca,6,-22,-7,-8,-9,3
CHO-K1 Ca ag,16*,0.7,0.5,-0.1,0.8,0.5
OXTR potentiate,-27,-6,-9,-3,-5,1
CHO-K1 Ca PAM,-6,13,16,-14,10,6
